Screens (PubChem BioAssay)
UBC13 inh – human UBC13 polyubiquitination inhibition. P61088. UBC13 polyubiquitin chain formation, TR-FRET. inhibition, % at 20 µM. actives 0.47% (n = 330,000). AID 485273; in the data active = inhibition above about 45%, passing the limit was not always enough
Target sequence (P61088 whole entry, looked up): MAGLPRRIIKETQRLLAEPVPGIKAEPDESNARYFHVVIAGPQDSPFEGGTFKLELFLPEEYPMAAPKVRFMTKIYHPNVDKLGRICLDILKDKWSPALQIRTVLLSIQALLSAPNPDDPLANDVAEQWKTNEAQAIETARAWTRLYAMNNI
MIN6 prolif – induces beta-cell replication in MIN6 cells. MIN6 cells proliferation, ATPlite luminescence, 48 h; cells starved in 0.2% serum; 100% = growth in 10% serum. proliferation, % at 10 µM. actives 0.29% (n = 330,000);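 active = compounds whose signal lies at least 3.5 SD above the mean of all wells on their plate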;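 also: 0% = DMSO-treated cells in low-serum medium and 100% = 10% serum control; some compounds called inactive have numbers as strong as hits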
SENP8 block-1 – SENP8 (human) protease inhibition. recombinant SENP8, Nedd8 substrate fluorescence. inhibition, % at 20 µM. actives 0.64% (n = 360,000). AID 602440; in the data active = inhibition mostly above about 40%, no sharp cut-off; inactive = mostly below about 27%
Target sequence (Q96LD8 whole entry, looked up): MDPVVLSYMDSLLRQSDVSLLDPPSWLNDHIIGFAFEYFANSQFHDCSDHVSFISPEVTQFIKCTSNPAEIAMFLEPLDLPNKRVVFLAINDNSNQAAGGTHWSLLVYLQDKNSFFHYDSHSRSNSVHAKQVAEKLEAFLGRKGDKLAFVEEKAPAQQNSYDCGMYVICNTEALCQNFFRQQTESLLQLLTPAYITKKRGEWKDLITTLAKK
PfGluPho inh – PfG6PD (Plasmodium falciparum) enzyme inhibition | PfGluPho enzyme, NADPH resazurin-diaphorase fluorescence | inhibition, % at 20 µM | actives 0.78% (n = 350,000);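 active = inhibition reaching at least a set limit at 20 µM in the primary screen, cut at about 59% in these data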;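 also: 0% = DMSO wells with substrate and 100% = DMSO wells lacking glucose-6-phosphate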
HKDC1 inhibitor – inhibitors of human hexokinase HKDC1 | Q2TB90 | recombinant HKDC1, G6PDH/diaphorase resazurin coupled fluorescence | inhibition, % at 20 µM | actives 0.16% (n = 340,000) | AID 493160;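 active = inhibition above about 35% when tested at 20 µM, limit read from the data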;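 also: plate controls were DMSO wells with enzyme for no effect and DMSO wells lacking enzyme for full effect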
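Incubation: 90 min at room temperature in dark / Material: recombinant HKDC1 (HK5) hexokinase enzyme, produced in-house / Quantity: enzyme 5 µg/mL final / Compound: one dose of 20 µM, 1% DMSO / Reagent: glucose and ATP substrates / Buffer or medium: Tris pH 8.0 buffer with MgCl2, Tween-20, BSA, BME / Technique: resorufin fluorescence at 613 nm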
SENP6 block – SENP6 protease inhibition; inhibition, % at 10 µM; Q9GZR1; Recombinant SENP6 catalytic domain, aminoluciferin luminescence; actives 1.8% (n = 330,000);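 active = inhibition above about 50% at the single tested dose, limit read from the data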;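 also: plate controls were DMSO wells with enzyme for no effect and DMSO wells lacking enzyme for full effect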
SENP7 block – blocks the human protease SENP7. actives 1.5% (n = 330,000). recombinant SENP7, Z-RLRGG-aminoluciferin luminescence, 40 min. inhibition, % at 5 µM. Q9BQF6;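 active = inhibition above about 50% at the single test dose, limit read from the data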;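 also: plate controls were DMSO with enzyme for no effect and no enzyme buffer wells for full effect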
Target sequence (Q9BQF6 706-1050 limits assumed): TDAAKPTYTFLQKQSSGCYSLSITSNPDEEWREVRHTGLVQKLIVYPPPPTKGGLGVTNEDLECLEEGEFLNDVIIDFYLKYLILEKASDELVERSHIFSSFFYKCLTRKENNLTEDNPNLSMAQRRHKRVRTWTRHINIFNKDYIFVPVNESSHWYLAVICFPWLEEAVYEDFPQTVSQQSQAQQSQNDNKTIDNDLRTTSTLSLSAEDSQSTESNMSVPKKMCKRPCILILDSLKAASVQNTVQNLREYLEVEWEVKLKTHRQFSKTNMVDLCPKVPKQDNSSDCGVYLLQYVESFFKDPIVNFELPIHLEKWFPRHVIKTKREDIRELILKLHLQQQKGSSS
SENP8 block-2 – blocks the human protease SENP8; purified SENP8, Z-RLRGG-aminoluciferin cleavage, luminescence; inhibition, % at 10 µM; actives 1.2% (n = 330,000); AID 2540; in the data active = inhibition above about 50%
SENP1 inh – SENP1 (human) catalytic domain inhibition. inhibition, % at 10 µM. Q9P0U3. recombinant SENP1 catalytic domain, CyPet-SUMO1-YPet FRET cleavage. actives 0.21% (n = 360,000);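 active = inhibition at least 30% at 10 µM, raw YFP signal under a set limit, fluorescence ratio 0.5 to 1.5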;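 also: 0% = enzyme with DMSO and 100% = no enzyme wells; some results filed as inactive read as strong as hits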
Target sequence (Q9P0U3 419-644 limits assumed): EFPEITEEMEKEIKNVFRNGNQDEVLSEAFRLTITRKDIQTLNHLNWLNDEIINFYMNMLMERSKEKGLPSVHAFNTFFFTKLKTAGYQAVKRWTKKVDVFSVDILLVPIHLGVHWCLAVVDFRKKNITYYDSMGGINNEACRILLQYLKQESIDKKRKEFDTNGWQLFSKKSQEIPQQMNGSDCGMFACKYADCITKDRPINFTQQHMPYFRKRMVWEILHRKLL
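Controls: no-enzyme wells low, DMSO-plus-enzyme wells high control. Test system: human recombinant His6-tagged SENP1 catalytic domain enzyme. Reagent: SFCypet-SUMO1-SFYpet FRET protein substrate, 25 nM final. Doses: one dose per compound, 10 µM, 0.5% DMSO. Detection: FRET, CFP and YFP emission. Timing: 50 min reaction at room temperature.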
Numbers without * were called inactive; i = inactive; . = no result given.

Start of the listing, in advance:
entry	canonical_smiles	UBC13 inh	MIN6 prolif	SENP8 block-1	PfGluPho inh	HKDC1 inhibitor
1	Cc1coc(NC(=O)CSc2nc(-c3ccncc3)cc(C(F)(F)F)c2C#N)n1	3	3	-110	1	1
2	CC(=O)OC1=Cc2c(ccc3ccc(=O)oc23)OC1(C)C	0	-2	-443	-25	1
3	COC(Cn1c(C)c(C(C)=O)c(C(C)=O)c1C)OC	8	-1	7	-22	-4
4	O=C1Nc2ccccc2C1(O)C/C(=N/O)c1ccccc1 (stereo not drawn)	4	-1	9	9	-8

entry	SENP6 block	SENP7 block	SENP8 block-2	SENP1 inh
1	-2	-5	-2	66*
2	-7	8	-13	-13
3	-20	4	8	2
4	-13	2	-1	-1

Main list, from the start:
entry	canonical_smiles	UBC13 inh	MIN6 prolif	SENP8 block-1	PfGluPho inh	HKDC1 inhibitor
1	Cc1coc(NC(=O)CSc2nc(-c3ccncc3)cc(C(F)(F)F)c2C#N)n1	3	3	-110	1	1
2	CC(=O)OC1=Cc2c(ccc3ccc(=O)oc23)OC1(C)C	0	-2	-443	-25	1
3	COC(Cn1c(C)c(C(C)=O)c(C(C)=O)c1C)OC	8	-1	7	-22	-4
4	O=C1Nc2ccccc2C1(O)C/C(=N/O)c1ccccc1 (stereo not drawn)	4	-1	9	9	-8
5	CN(C(=O)c1cccc(C#N)c1)c1nnc(-c2ccncc2)s1	.	.	-35	-6	1
6	O=c1cc(-c2ccco2)nc(SCc2cccc(Cl)c2)[nH]1	-6	-2	3	15	-2
7	COCCNC(=O)c1ccc(-n2c(SCc3ccncc3)nc3ccccc3c2=O)cc1	10	3	-6	-8	-6
8	CCC(C)NC(=O)COCc1cc(-c2ccc3c(c2)OCO3)on1 (stereo not drawn)	11	-3	6	0	2

entry	SENP6 block	SENP7 block	SENP8 block-2	SENP1 inh
1	-2	-5	-2	66*
2	-7	8	-13	-13
3	-20	4	8	2
4	-13	2	-1	-1
5	.	.	.	2
6	12	-11	7	4
7	-14	4	2	1
8	-6	5	-4	-1

Remaining list, next part.
entry	canonical_smiles	UBC13 inh	MIN6 prolif	SENP8 block-1	PfGluPho inh	HKDC1 inhibitor
9	COc1ccc(C(=O)NCCNc2ccc([N+](=O)[O-])cc2)cc1OC	-1	-1	18	15	-9
10	Cc1ccc(NC(=S)N(C)N)cc1Cl	-3	-5	14	-3	-6
11	CC(=O)Oc1ccccc1/C=C/c1ccc2ccccc2[n+]1C	-34	-4	-29	9	-4
12	COc1ccc([N+](=O)[O-])cc1NC(=O)CCSCCc1ccccn1	7	-2	22	21	0
13	O=C(CCC(=O)Nc1ccccc1Cl)N/N=C/c1ccccc1	8	-1	0	105*	-5
14	COc1ccc(NC(=O)CN(C)C(=O)CNC(=O)C2CCCCC2)cc1	-3	0	-5	-22	-4
15	CC1(C)C2CC=C(/C=N/NC(=O)c3ccc(O)cc3)C1C2 (stereo not drawn)	0	-1	10	10	-2
16	COc1ccc(-c2cc(C(F)F)n3ncc(C(=O)N4CCN(C)CC4)c3n2)cc1	12	-2	i	-10	-4

entry	SENP6 block	SENP7 block	SENP8 block-2	SENP1 inh
9	11	0	-2	-1
10	-17	11	-1	4
11	6	3	0	-1
12	6	9	6	1
13	7	2	4	2
14	-5	-6	-9	-1
15	0	9	4	-2
16	-2	6	0	-19

The list continues:
entry	canonical_smiles	UBC13 inh	MIN6 prolif	SENP8 block-1	PfGluPho inh	HKDC1 inhibitor
17	COC(=O)Cc1c(C)nc2nc(-c3ccco3)[nH]n2c1=O	2	-2	26	8	-5
18	CCN(CC)CCCNC(=O)c1ccc(S(=O)(=O)Nc2ccc(C)c(C)c2)cc1	6	-5	31	6	-4
19	CC1c2c([nH]c3ccccc23)CCC1C(=O)O (stereo not drawn)	-3	0	3	11	-4
20	CC1CCN(CCc2nc3cc(NC(=O)COc4ccc([N+](=O)[O-])cc4)ccc3n2C)CC1	0	-7	13	15	0
21	COC(C[C@H](O)CC(=O)[C@H](C)OCc1ccccc1)OC	-3	2	-18	-4	0
22	COc1ccc(NC(=O)/C=C/c2cc(Br)ccc2OC)cc1	-17	-3	32	19	4
23	O=C(NCC1CCCO1)c1cc(C(=O)c2ccc(Cl)cc2Cl)c[nH]1 (stereo not drawn)	-8	2	9	-14	-10
24	Cn1nccc1C(=O)N1CCCC(C(=O)c2cccc3ccccc23)C1 (stereo not drawn)	-13	2	17	2	-8

entry	SENP6 block	SENP7 block	SENP8 block-2	SENP1 inh
17	-3	0	-1	1
18	-4	4	-5	5
19	-32	-6	-13	-14
20	-11	-17	-9	1
21	-14	6	-14	-3
22	-8	-7	-15	1
23	-26	-7	-11	1
24	-8	-4	-7	-1

(list continues)
entry	canonical_smiles	UBC13 inh	MIN6 prolif	SENP8 block-1	PfGluPho inh	HKDC1 inhibitor
25	CCOC(=O)NC(=O)CN1C(=O)NC(C)(c2ccccc2)C1=O (stereo not drawn)	6	-1	-2	8	3
26	Cn1c(Cn2c(=O)sc3ccccc32)nnc1SCC(=O)Nc1cccc(F)c1	8	-3	15	25	-5
27	O=C(O)c1ccc(NS(=O)(=O)c2ccc(NC(=O)c3ccccc3Cl)cc2)cc1	-8	2	5	-10	4
28	Cc1cc(=O)n2[nH]cc(C(=O)O)c2n1	4	2	-10	-2	1
29	COC(=O)c1sc2nc(CN3CCN(c4ccc(OC)cc4)CC3)[nH]c(=O)c2c1C	2	-2	-6	9	-11
30	COc1cc2nc(NC(=O)c3ccco3)sc(=O)c2cc1OC	26	-3	-2	3	5
31	Cc1ccnc(NC(=O)c2ccc([N+](=O)[O-])o2)c1	2	-4	11	20	8
32	CCC(=O)Nc1c2c(nn1-c1ccc(OC)cc1)CS(=O)C2 (stereo not drawn)	4	3	15	-11	0

entry	SENP6 block	SENP7 block	SENP8 block-2	SENP1 inh
25	3	-3	-8	-1
26	6	-4	6	-1
27	4	2	-1	-1
28	-8	6	7	0
29	-9	5	-4	4
30	-6	4	-2	1
31	-1	-12	-14	-2
32	-1	3	9	0

Next part.
entry	canonical_smiles	UBC13 inh	MIN6 prolif	SENP8 block-1	PfGluPho inh	HKDC1 inhibitor
33	Cc1ccc(NC(=S)NC(=O)c2ccc(-c3ccccc3)cc2)cc1	-8	-2	17	5	-5
34	CCC(C)(C)NC(=O)CN(C(=O)C(=O)Nc1ccc2c(c1)OCCO2)C1CC1	9	-2	10	-1	-6
35	COc1ccc(CNC(=S)Nc2cc(OC)ccc2OC)cc1	-1	-3	14	1	-4
36	CC(C)c1ccc(OCCCN2CCCC2)cc1	1	2	12	-3	-2
37	O=C(Nc1ccc(F)cc1F)N1CCN(C/C=C/c2ccccc2)CC1	0	-1	14	3	-5
38	COc1ccc(C(=O)CSc2nc3[nH]ncc3c(=O)[nH]2)cc1	4	-2	4	-23	-2
39	COc1ccc(NC(=O)CC(c2ccco2)C(C)C)cc1 (stereo not drawn)	-4	3	14	24	-6
40	CCN1CCCC1CNC(=O)C1CCN(C(=O)c2cc3sccc3n2Cc2ccc(F)cc2)CC1 (stereo not drawn)	26	-2	8	-11	-6

entry	SENP6 block	SENP7 block	SENP8 block-2	SENP1 inh
33	-22	-20	-11	2
34	-36	3	8	0
35	-21	4	1	0
36	-2	-2	3	-1
37	3	5	3	-3
38	-5	6	-5	-3
39	-5	0	-5	-2
40	-3	4	-2	-15

Some of these compounds in order of count of non-hydrogen atoms, low to high.
entry	canonical_smiles	UBC13 inh	MIN6 prolif	SENP8 block-1	PfGluPho inh	HKDC1 inhibitor
38	COc1ccc(C(=O)CSc2nc3[nH]ncc3c(=O)[nH]2)cc1	4	-2	4	-23	-2
33	Cc1ccc(NC(=S)NC(=O)c2ccc(-c3ccccc3)cc2)cc1	-8	-2	17	5	-5
34	CCC(C)(C)NC(=O)CN(C(=O)C(=O)Nc1ccc2c(c1)OCCO2)C1CC1	9	-2	10	-1	-6

entry	SENP6 block	SENP7 block	SENP8 block-2	SENP1 inh
38	-5	6	-5	-3
33	-22	-20	-11	2
34	-36	3	8	0

Next compounds:
entry	canonical_smiles	UBC13 inh	MIN6 prolif	SENP8 block-1	PfGluPho inh	HKDC1 inhibitor
41	CCCCCCN1C2=NCCCN2c2ccccc21	0	-4	21	-16	5
42	CC(=O)Nc1ccc(NC(=O)CSc2cn(CC(=O)N3CCOCC3)c3ccccc23)cc1	8	6	14	2	-5
43	CCn1cnc2c1c(=O)n(CC(=O)O)c(=O)n2Cc1ccccc1	-3	0	7	-1	-5
44	CC[C@]12c3[nH]c4cc(-c5ccco5)ccc4c3CCN1C(=O)[C@@H](CC(=O)NCc1cccc(C(F)(F)F)c1)C[C@@H]2C(=O)N1CCN(C(=O)c2ccco2)CC1	.	.	-366	43	1
45	Cc1nnc(NC(=O)CSc2nc3c(c(=O)n(C)c(=O)n3C)n2C(C)C)s1	-8	-1	22	1	-4
46	CSCCC(NC(=O)c1cc([N+](=O)[O-])cc([N+](=O)[O-])c1)c1nc2ccccc2[nH]1 (stereo not drawn)	-6	-2	-11	7	1
47	O=C1c2ccccc2C(=O)N1CCCc1nc2ccccc2c(=O)n1-c1cccnc1	-10	0	.	1	5
48	O=C1NCCn2nc3ccccc3c21	7	4	-94	3	-7

entry	SENP6 block	SENP7 block	SENP8 block-2	SENP1 inh
41	-2	0	3	1
42	-3	3	5	1
43	-16	2	-8	2
44	.	3	.	-21
45	-22	-1	-6	0
46	1	4	-1	-6
47	15	2	-4	.
48	-11	-2	-9	-2

Other compounds
entry	canonical_smiles	UBC13 inh	MIN6 prolif	SENP8 block-1	PfGluPho inh	HKDC1 inhibitor
49	Cc1ccc(-n2nnnc2SCC(=O)c2cc(C)n(-c3cc(C)on3)c2C)c(C)c1	4	-2	4	2	-5
50	CCOc1ccc(NC(=O)CN(C)C(=O)c2c(C)nn(-c3ccc(F)cc3)c2Cl)cc1OCC	-1	-1	14	-2	1
51	Cc1cccc(N(Cc2cc3ccc(C)cc3[nH]c2=O)C(=O)c2ccco2)c1	5	-1	-31	11	15
52	CCOCCc1nn2c(=O)cc(CSCC(=O)Nc3cccc(C)c3C)nc2s1	-2	-2	9	0	2

entry	SENP6 block	SENP7 block	SENP8 block-2	SENP1 inh
49	13	-2	9	-2
50	-9	-5	-9	1
51	-5	4	4	-2
52	-4	-11	-1	-1
